# tim23-1 inh = growth inhibitors of tim23-1 mutant yeast. actives 1.3% (n = 330,000). inhibition, % at 20 µM. S. cerevisiae tim23-1 growth, BacTiter-Glo luminescence, 24 h. AID 463212;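 active means growth inhibition of the mutant yeast at or above 50%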;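 further: temperature-sensitive mutant grown at 25 °C; plate controls were DMSO-treated mutant yeast for no effect and medium wells lacking yeast for full effect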
# beta cell repl = inducers of beta-cell replication in MIN6 cells; MIN6 cells proliferation, ATPlite luminescence, 48 h; cells starved in 0.2% serum; 100% = growth in 10% serum; actives 0.29% (n = 330,000); AID 2380; proliferation, % at 10 µM;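 active means compounds whose signal lies at least 3.5 SD above the mean of all wells on their plate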;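 further: 0% = DMSO-treated cells in low-serum medium and 100% = 10% serum control; some compounds called inactive have numbers as strong as hits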
# NALP3 yeast inh = NALP3 inhibition in yeast; actives 0.39% (n = 330,000); inhibition, % at 10 µM; Yeast reconstituted NLRP3/ASC/caspase-1, beta-gal luminescence, 24 h;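 active means inhibition of 50% or more; inactive means inhibition below 50%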;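 further: plate controls were induced DMSO wells for no effect and uninduced yeast grown without galactose for full effect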
# APJ antagonist = blocks the human apelin receptor APJ. CHO-K1 APJ beta-arrestin complementation, luminescence. inhibition, % at 20 µM. actives 0.32% (n = 330,000);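 active means inhibition above about 40% at 20 µM, limit read from the data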;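 further: cells challenged with 10 nM apelin-13 agonist together with compound; plate controls were apelin-13 plus DMSO wells for no effect and DMSO wells lacking apelin-13 for full effect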
# Target sequence (P35414 whole entry, looked up): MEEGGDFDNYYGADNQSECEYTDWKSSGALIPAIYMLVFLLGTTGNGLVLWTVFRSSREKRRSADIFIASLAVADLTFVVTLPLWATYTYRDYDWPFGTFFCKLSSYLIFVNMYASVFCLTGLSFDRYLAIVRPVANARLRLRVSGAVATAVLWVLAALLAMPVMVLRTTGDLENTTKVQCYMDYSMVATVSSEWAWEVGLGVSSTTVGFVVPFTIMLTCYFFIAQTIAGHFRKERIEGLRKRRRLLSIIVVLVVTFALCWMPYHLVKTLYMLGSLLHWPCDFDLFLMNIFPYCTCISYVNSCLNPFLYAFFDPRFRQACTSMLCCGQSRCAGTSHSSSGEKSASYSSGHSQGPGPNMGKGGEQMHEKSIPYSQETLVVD
# tim10-1 inh = inhibits growth of tim10-1 mutant yeast. inhibition, % at 20 µM. actives 2.2% (n = 330,000). S. cerevisiae tim10-1 ts strain growth, BacTiter-Glo, 24 h;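 active means inhibition of at least 40%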;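 further: mutant grown at 25 °C; 0% = DMSO wells with yeast and 100% = wells holding no yeast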
# APJ agonist = activates the human apelin receptor APJ | actives 0.11% (n = 330,000) | CHO-K1 APJ PathHunter beta-arrestin, luminescence; 0% DMSO wells, 100% apelin | AID 2520 | activation, % at 20 µM;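 active means activation more than six SD over the plate average, tested at 20 µM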;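 further: 0% = DMSO alone and 100% = apelin-13 at 10 nM; some results filed as inactive read as strong as hits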
#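 Test system: CHO-K1 APJ beta-arrestin complementation cell line. Amount: cell density 1000 per well. Controls: DMSO negative, 10 nM Apelin-13 positive. Signal: luminescent beta-gal fragment complementation, chemiluminescent substrate. Read-out basis: agonist-driven arrestin binding to APJ. Timing: compound stimulation 90 min at 25 °C, detection 60 min.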
# GRIN3A LBD mod = modulators (binders) of human NR3A ligand-binding domain; actives 2.5% (n = 340,000); Tm shift relative to glycine control, % at 25 µM; NR3A LBD differential scanning fluorimetry, Tm shift; 0% = protein alone, 100% = glycine-bound protein;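 active means melting temperature shift of at least 10% of the positive control shift, at one fixed dose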
# TIM10 inh = TIM10 yeast growth inhibition. inhibition, % at 10 µM. S. cerevisiae TIM10 strain growth, BacTiter-Glo luminescence, 24 h. actives 1.4% (n = 330,000);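 active means inhibition of 40% or more at the single tested concentration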;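 further: wild-type TIM10 isogenic control strain grown at permissive 25 °C; 0% = DMSO yeast wells and 100% = minimal medium wells without yeast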
# MPTP inh = blocks calcium-induced mitochondrial swelling | isolated mouse mitochondria, Ca2+ swelling absorbance, 30 min | actives 1.4% (n = 360,000) | AID 602449 | inhibition, % at 10 µM;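 active means inhibition of 50% or more, scaled per plate between neutral and stimulator controls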;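 further: 0% = DMSO wells given calcium and 100% = 1 mM EGTA wells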
# * hit, by the source's call; . = not tested or not shown. Compounds were not picked by outcome; about 7.2% have a hit in one of these screens.
SMILES,tim23-1 inh,beta cell repl,NALP3 yeast inh,APJ antagonist,tim10-1 inh,APJ agonist,GRIN3A LBD mod,TIM10 inh,MPTP inh
O=C(Nc1nc(-c2ccncc2)cs1)c1ccc(S(=O)(=O)N2CCOCC2)cc1,1,-4,-7,-2,-2,1,4,1,0.5
CN(C)c1cc(O)c(C(=S)Nc2ccccc2)c(N(C)C)c1,19,-5,20,3,14,-4,-12,19,3.1
Cc1cc(C)c2c(n1)SCC(=O)N2CC(=O)Nc1cc(F)ccc1F,-9,5,-5,-6,1,-3,-1,3,-1.3
O=[N+]([O-])c1cccc(N/N=C/c2cc([N+](=O)[O-])ccc2O)c1,-12,0,33,46*,-19,-6,31*,-18,64*
CN(C1CCS(=O)(=O)C1)S(=O)(=O)c1ccc(N2CCCC2=O)cc1 (centres undefined),-1,-1,9,22,-3,0,0,6,0.5
Cc1ccc2nc(Cl)c(/C=N/NC(=O)CN3CCOCC3)cc2c1,-1,-2,-1,7,-7,-2,1,0,1.5
CC(OC(=O)c1ccc(NC(=O)CC#N)cc1)C(=O)Nc1ccc2c(c1)OCCO2 (centres undefined),11,1,8,-54,2,-5,-1,14,-0.1
COCCn1c(=NC(=O)CSC(C)=O)sc2cc(OC)ccc21,15,-7,13,17,9,-5,-2,-4,-0.4
O=C(CN1C2=NCCN2c2ccccc21)N1CCOCC1,-10,1,8,-17,-15,-8,-16,-15,.
O=C(NC1CCCCCCC1)c1ccco1,7,-3,-6,-3,12,-3,0,1,-0.3
Cc1csc(NC(=O)CCc2c(C)nc3cc(-c4cccc(F)c4)nn3c2C)n1,-5,-5,7,-10,-18,6,-7,-15,-0.8
COc1ccc(N2CCN(C(=O)c3ccc(S(=O)(=O)NCc4ccco4)cc3)CC2)cc1,22,-1,9,4,21,-4,1,7,-0.8
CCN(C(=S)NC(=O)Cc1ccc(OC)cc1)c1ccccc1,12,-2,-8,4,13,4,0,18,0.9
Cc1ccc(/C=N/n2c(-c3ccccc3)n[nH]c2=S)cc1,11,1,41,19,-4,-3,1,-9,2.5
CC(Oc1ccc(F)cc1F)C(=O)NNC(=S)NCC1CCCO1 (centres undefined),-2,3,7,-12,10,-6,-1,5,-0.2
CCn1cnc2c1c(=O)n(CC(=O)OC(C)C(N)=O)c(=O)n2Cc1ccccc1 (centres undefined),-5,-1,8,-4,-4,-1,-4,4,-0.2
O=C(COC(=O)C1(c2ccc(F)cc2)CCCC1)N1CCNC1=O,19,1,13,13,26,-3,0,6,-0.5
CC1CCN(Cc2c(C(=O)N/N=C/c3ccc(C(C)(C)C)cc3)nnn2-c2nonc2N)CC1,10,-7,20,28,25,-3,10,14,3.1
CC(C)CNC(=O)c1ccc(Cl)c(NC(=O)COc2ccccc2)c1,16,2,0,8,20,-3,.,28,.
CCOC(=O)N1CCN(c2cc(=O)n(-c3ccccc3C)c(=O)[nH]2)CC1,4,-2,2,-1,4,-3,0,-6,0.5
CCCCCCCNC(=O)C1(CC2CC(c3cccc(Br)c3)=NO2)CCN(C(=O)c2cc(OCC)c(OCC)c(OCC)c2)CC1 (centres undefined),0,-8,26,17,-4,-6,0,-5,-0.3
Cn1ncc2c(Nc3cccc([N+](=O)[O-])c3)ncnc21,22,0,22,9,34,-1,2,15,-0.3
CCOC(=O)C1=C(C)Nc2nnnn2C1c1ccccc1Cl (centres undefined),18,4,17,2,15,-5,-1,14,1.2
O=c1[nH]cnc2sc3c(c12)CCC3,5,-3,-7,13,1,-4,-4,-18,0.3
COc1cc2c(CCNC(C)=O)c[nH]c2cc1Cl,-18,-2,12,0,-15,5,8,0,-4.5
COc1ccc(NC(=O)COC(=O)C(CC(C)C)N2C(=O)C3CC=CCC3C2=O)cc1Cl (centres undefined),28,0,17,-2,28,2,2,28,-1.1
O=C(NN1C(=O)C2C(c3ccccc3)C=CC(c3ccccc3)C2C1=O)c1cccc(Br)c1 (centres undefined),43,-2,5,-8,21,0,20*,31,6.2
Oc1c(I)cc(I)c2cccnc12,69*,-8,65*,31,71*,-7,-1,53*,7.4
O=C(NC(=S)Nc1ccc2oc(=O)ccc2c1)c1ccc(-c2cccc(Cl)c2Cl)o1,-17,-5,-6,21,-17,-4,.,-6,.
Cc1cccc(CC(C)NC(=O)c2cc(COc3ccc(C)c(C)c3)on2)n1 (centres undefined),41,-4,15,-4,39,4,2,23,-1.0

# Random excerpt: four records from the list.
SMILES,tim23-1 inh,beta cell repl,NALP3 yeast inh,APJ antagonist,tim10-1 inh,APJ agonist,GRIN3A LBD mod,TIM10 inh,MPTP inh
O=C(NN1C(=O)C2C(c3ccccc3)C=CC(c3ccccc3)C2C1=O)c1cccc(Br)c1 (centres undefined),43,-2,5,-8,21,0,20*,31,6.2
Cn1ncc2c(Nc3cccc([N+](=O)[O-])c3)ncnc21,22,0,22,9,34,-1,2,15,-0.3
Cc1cccc(CC(C)NC(=O)c2cc(COc3ccc(C)c(C)c3)on2)n1 (centres undefined),41,-4,15,-4,39,4,2,23,-1.0
O=C(NC(=S)Nc1ccc2oc(=O)ccc2c1)c1ccc(-c2cccc(Cl)c2Cl)o1,-17,-5,-6,21,-17,-4,.,-6,.

# Later entries:
SMILES,tim23-1 inh,beta cell repl,NALP3 yeast inh,APJ antagonist,tim10-1 inh,APJ agonist,GRIN3A LBD mod,TIM10 inh,MPTP inh
O=C(Cn1nnc(-c2ccccc2Cl)n1)N/N=C/c1ccc(-c2cccc(Cl)c2)o1,-19,0,11,0,-11,4,0,11,-5.1
CCn1nc(C)c(C(=O)Nc2cc(Oc3ccc(Cl)cc3)cc([N+](=O)[O-])c2)c1C,44,-3,13,7,49*,-2,-1,40,3.4
CCSc1ccc([C@@H]2[C@@H]3C(=O)N(C)C(=O)[C@@H]3[C@]3(C(=O)OC)CCCCN23)cc1OC,28,-5,13,-1,28,-1,-1,7,0.7
O=C(NCc1cccs1)c1cc(-c2ccccc2)nn1CC1CC(c2cccnc2)=NO1 (centres undefined),3,-3,3,-18,3,1,2,-14,-1.2
Cc1noc(C)c1C(=O)Nc1cccc2ncccc12,-7,-3,0,4,2,0,-2,8,0.6
CCc1c(C)[nH]n(-c2nc(-c3ccccc3)cs2)c1=O,33,2,-20,-2,50*,-3,-2,18,1.3
COc1ccc(OC)c(C(=O)COC(=O)CNC(=O)c2ccccc2)c1,10,-3,5,-9,11,-6,-1,12,0.3
COc1ccc(NC(=O)c2ccco2)cc1NC(=O)c1ccc(Br)o1,55*,-1,36,-7,44*,-2,8,76*,-0.3
NC(=O)C1CCCN(S(=O)(=O)c2ccccc2)C1 (centres undefined),7,-2,17,-11,1,2,.,-10,0.7
COc1cccc(-c2cc(=O)c3cc(NC(=O)c4ccc(N(C)C)cc4)ccc3[nH]2)c1,-3,-8,13,7,-11,1,0,67*,.
CCCSc1nnc(NC(=O)Nc2ccccc2)s1,7,0,15,-1,21,5,2,13,90*
O=C(NC1C(=O)NNC1c1ccc(Cl)cc1)c1ccc(F)cc1 (centres undefined),12,0,23,12,14,-3,-1,-9,2.9
CC(C)CC(=O)N1CCC(O)(CS(=O)(=O)Cc2ccc(Cl)cc2)CC1,4,0,4,-2,16,-3,0,-2,0.3
NC1C=CC=C(C(=O)O)C1 (centres undefined),-1,0,15,0,-9,11,-1,2,-4.3
COc1ccc(CN(C)c2nc(-c3cccnc3)nc3ccccc23)cc1OC,31,-4,7,11,-24,-2,.,2,.
Cc1ccc(NC(=O)CN(C)CC(=O)Nc2ccccc2Oc2ccccc2)cc1,3,-4,8,12,15,-1,1,12,0.1
CN(C)c1ccc(C(=O)Nc2ccc(O)c3c(=O)cc(-c4ccccc4Cl)oc23)cc1,15,4,0,3,13,-4,-3,0,0.3
OCCC1CN(Cc2ccc(-n3cccn3)cc2)CCN1Cc1ccccc1 (centres undefined),-5,-1,1,9,9,3,1,7,-0.2
CCOC(=O)Cn1c(=O)c2c(nc3n2CCCN3CCc2ccccc2)n(C)c1=O,9,0,9,8,15,0,1,6,0.8
CC(=O)Nc1ccc(NC(=O)c2ccccc2N(C)S(=O)(=O)c2ccccc2)cc1,8,1,12,-24,9,-1,-2,2,-1.3
O=C(O)CC(NS(=O)(=O)c1c(F)cc(F)cc1Br)c1ccccc1Cl (centres undefined),14,-2,-3,-5,-1,-5,0,-13,12
CC(=O)NC(=S)NNC(=O)c1ccc(Br)cc1,-78,-1,26,-1,-17,-5,-4,-109,-1.0
S=C(Nc1ccccc1)Nc1ccc(Br)cn1,12,2,15,1,16,-1,-1,15,2.1
CCN(Cc1ccccc1)S(=O)(=O)c1cc(C(=O)NC2CCCCCC2)ccc1OC,13,0,17,-10,19,-1,-6,10,0.8
O=C1c2ccccc2C(O)(Cc2ccccc2)N1CCCN1CCOCC1 (centres undefined),6,1,10,16,-8,1,.,-4,0.1
CCCCNC(=O)CCNS(=O)(=O)c1ccc(C)cc1,29,-3,1,-7,13,1,-5,6,0.4
Cc1cccc(Nc2c3c(nc4ccccc24)CCC3)c1,13,-4,27,-9,7,-1,-4,-6,78*
CCOC(=O)C/C(C)=N\Nc1nc(-c2ccccc2)cs1,15,2,-2,-9,20,-1,-3,16,0.4
CCC(C)(C)n1nnnc1C(c1cc2cc(OC)c(OC)cc2[nH]c1=O)N1CCc2ccccc21 (centres undefined),18,-2,12,23,24,2,-3,12,-3.4
Cc1ccc(S(=O)(=O)NC(=O)c2ccc(F)cc2)c(C)c1,8,-4,17,15,-2,-3,1,-5,-0.6
CCCC(=O)Nc1c(O)c2ccccc2[nH]c1=O,-2,-1,22,5,-46,8,-1,-9,-0.6
Cc1onc(-c2c(Cl)cccc2Cl)c1C(O)c1ccc(F)cc1 (centres undefined),23,-3,45,0,16,-2,2,-13,-0.7
CCn1cc(CN2CCC(n3nccc3NC(=O)c3ccccc3C)CC2)c(C)n1,0,-3,-4,4,-18,-2,3,4,0.2
O=C(CN1CCN(c2ccccc2F)CC1)c1ccc(O)cc1O,15,0,18,23,15,-2,0,1,-0.3
CCCc1nnc(NC(=O)C23CC4CC(CC(C4)C2)C3)s1,17,2,27,-12,14,-1,1,-13,-1.2
COc1ccc(NC(=O)C(=O)NCCN2CCN(C(=O)c3ccc(C)cc3)CC2)cc1,11,-1,-5,6,1,-4,-3,0,-0.8
O=C(COC(=O)c1ccc[nH]c1=O)NCCc1ccc(Cl)cc1Cl,0,-2,4,3,-1,-2,1,-14,-1.2
COC(=O)C1=C(N)Oc2cc(C)n(Cc3cccnc3)c(=O)c2C1c1ccc(OC)c(OC)c1OC (centres undefined),3,-4,-6,4,-7,-1,-2,3,-5.2
O=C(CCNC(=O)c1ccccc1)NCCCc1ccccc1,-2,-1,8,-4,-9,2,0,-5,-0.3
CCN(c1ccc(NC(=O)COC(=O)c2ccc(C)c(S(=O)(=O)N3CCOCC3)c2)cc1)C(C)C,10,-1,18,10,12,0,-5,11,3.1
COC(=O)c1cn(CCC#N)nc1-c1ccc2ccccc2c1,27,1,22,14,4,-2,3,5,1.2
CC(=O)c1cccc(NC(=O)N2CCCC2C(=O)NCc2ccccc2)c1 (centres undefined),-7,1,2,14,11,1,0,-1,0.5
CCn1cc(C(=O)Nc2ccc(OC)c(OC)c2)c2cc(OC)c(OC)cc2c1=O,1,-1,16,10,2,-1,1,14,0.6
Cc1nn(CC(O)COc2ccc3c(c2)CCC3)c(C)c1C (centres undefined),26,0,30,-4,26,1,-2,21,-2.0
O=C(CN1CCCCC1)Nc1cccc(Cl)c1,-2,2,15,-5,2,-4,0,0,-0.7

# Screening results as filed in PubChem.
